K1F lysis inhibition – protection from phage-mediated lysis, alamar blue read-out – E. coli UTI89, K1F phage, bacterial capsule biogenesis inhibitors (AID 488966) | E. coli UTI89 K1F phage lysis, alamar blue, 2 h; higher % means a stronger effect | one-dose inhibition, % at 100 µM; IC50 in µM for titrated hits | 340,000 compounds, 0.02% hits;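 active = phage lysis inhibition, versus mean bacterial control, above a set limit; inconclusive = no clear call, values can overlap the other calls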;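 note: capsule biogenesis inhibitors block K1F phage lysis so surviving cells raise fluorescence; higher fluorescence means more inhibition of phage lysis; actives were called in the ten point dose series up to 300 µM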
NTR1 ag – NTR1-driven beta-arrestin-GFP spot formation – imaging, U2OS cells, high content, primary screen (AID 493036) | P30989 | agonist mode | activation, % at 20 µM | 330,000 compounds, 0.17% hits;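 active = activation at or above 40% of the spot to cytoplasm intensity ratio, with at least 20 cells analyzed; inconclusive = wells under 20 cells, flagged as cytotoxic or low count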;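 note: 0% = DMSO without peptide and 100% = 100 nM NTR1 peptide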
Target sequence (P30989 whole entry, looked up): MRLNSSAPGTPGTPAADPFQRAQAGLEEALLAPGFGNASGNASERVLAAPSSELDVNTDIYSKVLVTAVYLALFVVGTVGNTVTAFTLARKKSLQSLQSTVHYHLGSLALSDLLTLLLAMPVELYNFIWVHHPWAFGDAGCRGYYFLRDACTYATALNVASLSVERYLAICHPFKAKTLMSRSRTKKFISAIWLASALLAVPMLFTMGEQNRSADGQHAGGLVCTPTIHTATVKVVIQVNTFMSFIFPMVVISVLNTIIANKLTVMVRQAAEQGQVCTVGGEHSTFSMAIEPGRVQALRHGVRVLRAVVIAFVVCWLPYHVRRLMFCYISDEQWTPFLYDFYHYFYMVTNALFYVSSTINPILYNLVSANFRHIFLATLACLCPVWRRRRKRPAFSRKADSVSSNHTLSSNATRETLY
West Nile antiviral – West Nile virus antiviral activity, cell-based, CPE readout (AID 1621). one-dose CPE inhibition, % at 10 µM; IC50 in µM for titrated hits. West Nile virus-infected cells, CPE inhibition; higher % means a stronger effect. 290,000 compounds, 0.02% hits; in the data active = a potency from the dose series; inconclusive = CPE inhibition mostly from about 3.7% at the one dose, without a potency; inactive = the rest, 99 in 100 with CPE inhibition below about 2.2%; note: strong numbers were not always called active
T cell modulator – T cell immune modulators affecting CD8 T cell-vesicle binding. 2C CD8+ T cell-vesicle binding, flow cytometry; stronger effect = lower value. calls only at 7 µM. 330,000 compounds, 0.068% hits;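 active = response, share of CD8 T cells binding vesicles, and their 90th percentile fluorescence all below set limits, cut at about 80% in these data, passing the limit was not always enough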
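Assay system: 2C TCR transgenic mouse naive CD8+ T cells, MACS-purified | Read-out: CD8+ gate FL2 mean fluorescence as % of same-row positive control | Signal: High-throughput flow cytometry with anti-B7-1 and anti-CD8 staining | Timing: Binding step 1.5 h, 37 °C, antibody labelling 20 min, ice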
Rac1 GTP hydrolysis – MgcRacGAP GTPase-activating activity inhibitors, confirmation, biochemical, ADP Hunter fluorescence; MgcRacGAP-stimulated Rac1 GTP hydrolysis, ADP Hunter fluorescence; higher % means a stronger effect; GST-tagged Rac1 F28L mutant substrate; inhibition, % at 30 µM; hits with a dose series show IC50 in µM; AID 624330; 340,000 compounds, 0.6% hits;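 active = first-screen hits whose inhibition reached a set limit at any dose in the follow-up dose series; inconclusive = inhibition above the set first-screen limit but never retested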;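 note: fluorescence reports GDP produced by GAP-driven GTP hydrolysis; strong numbers were not always called active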
RSV antiviral HEp-2 – inhibition of RSV-induced cytopathic effect – HEp-2 cells, primary 10 µM value included (AID 2391); one-dose CPE inhibition, % at 10 µM; IC50 in µM for titrated hits; 310,000 compounds, 0.13% hits; HEp-2 cells, RSV-induced CPE inhibition; higher % means a stronger effect; in the data active = a potency from the dose series; inconclusive = CPE inhibition mostly from about 23% at the one dose, without a potency; inactive = the rest, 99 in 100 with CPE inhibition below about 21%; note: strong numbers were not always called active
SV40 large T antigen – SV40 large T antigen inhibitors, biochemical (AID 1903); SV40 large T antigen ATPase/helicase inhibition assay; higher % means a stronger effect; inhibition, % at 20 µM, or IC50 in µM where a hit was titrated; 310,000 compounds, 0.39% hits; in the data active = a potency from the dose series; inconclusive = inhibition mostly from about 32% at the one dose, without a potency; inactive = the rest, 99 in 100 with inhibition below about 32%; note: strong numbers were not always called active
Dengue-2 NS5 capping – flavivirus cap methylation enzyme inhibition – biochemical, confirmation dose response, primary screen (AID 588689); Dengue-2 NS5 methyltransferase capping enzyme assay, biochemical; higher % means a stronger effect; inhibition, % at 25 µM; hits with a dose series show IC50 in µM; 340,000 compounds, 0.3% hits; in the data active = a potency from the dose series; inconclusive = inhibition above about 29% without an active follow-up result
Salmonella PhoP GFP – inhibitors of PhoP regulon expression, primary screen, Salmonella Typhimurium, GFP reporter (AID 1863); inhibition, % at 50 µM, or IC50 in µM where a hit was titrated; S. Typhimurium PhoP-regulated promoter GFP reporter, 4 h; higher % means a stronger effect; 300,000 compounds, 0.16% hits;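 active = inhibition over 29.93%, a cutoff 3 SD above the screen mean, later confirmed by dose response; inconclusive = inhibition over 29.93% but no dose response follow-up; inactive = inhibition at most 29.93% or unconfirmed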;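 note: 0% = low Mg2+ inducing control and 100% = high Mg2+ repressing control; strong numbers were not always called active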
T cell modulator vesicle-bound % – also measured in T cell modulator; calls as there; double positive events, %; measured here: CD8+ vesicle-bound cell fraction;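 binding gate set so that unloaded-vesicle control wells show 10% double positive cells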
NTR1 ag cell count 20 µM – second read-out of NTR1 ag, no call of its own (marks repeat the call); cell count; measured here: cell count, cytotoxicity flag
Dengue-2 NS5 capping pilot replicate – second read-out of Dengue-2 NS5 capping, no call of its own (marks repeat the call); inhibition, %; measured here: pilot screen replicate inhibition
* hit, by the source's call; i = inactive; u = inconclusive; x = not tested or not shown; [ ] = another dose, or the depositor's remark. Random draw from the library; overall some 1.5% were active at least once.

SMILES | K1F lysis inhibition | NTR1 ag | NTR1 ag cell count 20 µM | West Nile antiviral | T cell modulator | T cell modulator vesicle-bound % | Rac1 GTP hydrolysis | RSV antiviral HEp-2 | SV40 large T antigen | Dengue-2 NS5 capping | Salmonella PhoP GFP | others
CCOC(=O)Nc1ccc2c(c1)N(C(=O)CCCl)c1ccccc1[S@]2=O | -2.7% | 2.9 | 65 | -1.0% | i | 44 | -10% | 4.8% | 10% | -10% | 0%
O=C(Nc1cc2c(ccc3ccccc32)oc1=O)C1CCCCC1 | 5.1% | -0.3 | 51 | 0.0% | i | 34 | 5% | 1.0% | 2% | 2% | -10%
CCn1c(C(=O)NC2CCC(C)CC2)cc2sccc21 (stereo not given) | -0.1% | -2.8 | 55 | 0.0% | i | 2 | -12% | 0.7% | 9% | 6% | -11%
COc1ccc(C(=O)NC2(C(F)(F)F)N=C3SCCN3C2=O)cc1 (stereo not given) | 0.2% | 2.5 | 70 | -0.4% | i | 28 | 6% | -0.4% | -2% | -1% | -3% | Dengue-2 NS5 capping pilot replicate=-1.2
Cc1ccc(S(=O)(=O)N(C)c2ccc(OC(=O)CN3C(=O)NC4(CCCC4)C3=O)cc2)cc1C | 0.0%[50 µM] | 5.4 | 41 | x | i | 56 | 12% | -0.7% | 12% | -7% | -4%
CC(C)(C)c1ccc(C(=O)O)c(C(=O)c2ccccc2)c1 | -0.9% | 1.4 | 41 | 0.9% | i | 57 | -9% | 1.0% | 6% | -5% | -6%
Cc1ccsc1/C=N\NC(=O)CC(=O)NCc1ccccc1 | -3.1% | 1.4 | 51 | 0.7% | i | 66 | 8% | 0.5% | 7% | -9% | -8%
COc1ccc(C(NC(=O)c2c(F)c(F)c(F)c(F)c2F)c2ccccc2)cc1 (stereo not given) | 2.1% | 2.0 | 40 | -0.8% | i | 30 | 14% | 8.4% | 9% | 2% | -9%
COc1ccc(C(=O)OCC(=O)Nc2ccc([N+](=O)[O-])cc2OC)c(O)c1 | -0.1% | 5.1 | 77 | u | i | 58 | 9% | 8.3% | 4% | -4% | 6%
COc1cc(/C=N/n2c(C3CCCCC3)n[nH]c2=S)cc(Br)c1O | -1.3%[50 µM] | -0.8 | 82 | -0.1% | i | 20 | 13% | 2.2% | 13% | 7% | -3%
CC1=C(C#N)C(c2cccnc2)C2=C(N1)c1ccccc1C2=O (stereo not given) | 0.3% | -0.8 | 56 | -0.4% | i | 20 | 8% | -2.4% | 2% | 2% | -14%
COc1ccc(C(=O)Nc2ccc(S(=O)(=O)N3CCCCC3C)cc2)c(OC)c1OC (stereo not given) | 4.1% | 8.4 | 45 | -0.1% | i | 12 | 2% | -2.9% | -2% | -2% | 5%
CC(C)NC(=O)CC(=O)NN=C1CCCCC1 | 0.5% | 0.8 | 44 | 0.0% | i | 32 | 4% | 0.9% | 4% | 9% | 1%
COc1ccc(OC2C(=O)N(c3cc(C)ccc3C)C2c2ccc(OC)c(OC)c2)cc1 (stereo not given) | 2.3% | 0.0 | 44 | -0.2% | i | 46 | 8% | 2.7% | 4% | 2% | -13%
COc1cc(NC(=O)COC(=O)/C=C/c2ccccc2Cl)cc(OC)c1 | 0.7% | 1.7 | 53 | 0.0% | i | 34 | 9% | 5.8% | 1% | -4% | -15%
CC1(C)Cc2cccc(OCC(=O)OCC(=O)NCc3ccccc3)c2O1 | 0.1% | 0.5 | 83 | 0.6% | i | 66 | 9% | 0.8% | -1% | -5% | -1%
Cc1ccc2cccc(S(=O)(=O)n3nc(C)cc3C)c2n1 | 4.8% | -0.8 | 55 | -1.2% | i | 40 | 8% | 0.8% | -3% | -3% | -5%
NCCCC[C@@H]1NC(=O)[C@H](CCC(=O)O)NC(=O)c2cc([N+](=O)[O-])cc(I)c2NCC[C@@H](C(N)=O)NC1=O | 2.8% | -0.8 | 54 | -0.2% | i | 21 | 9% | 0.5% | 8% | -5% | 1%
Cc1c(NC(=O)Nc2cccs2)cccc1[N+](=O)[O-] | 0.2% | -1.4 | 38 | -0.1% | i | 32 | 2% | u | 9% | -1% | 8%
CCc1ccc(Nc2ncnc3nc[nH]c23)cc1 | 0.4% | 0.9 | 70 | -0.2% | i | 27 | 3% | -0.4% | 26% | -8% | x
CCCc1ncc(C[n+]2ccccc2C)c(N)n1 | 0.6% | 0.1 | 77 | x | i | 58 | 0% | 2.1% | 2% | -10% | -5%
CCCCCCC1C(C#N)=C(N)OC2=C1C(=O)CCC2 (stereo not given) | 0.1% | -2.2 | 79 | 0.1% | i | 26 | 5% | 0.7% | 7% | -3% | 2%
CC#CCN(CC#CC)S(=O)(=O)c1ccc(-n2cnnn2)c(OC)c1 | 0.1% | -0.3 | 58 | -0.6% | i | 8 | 2% | -1.9% | 9% | -8% | -7%
Fc1cccc(NC(=S)NCCc2ccccc2)c1 | 0.5% | -1.0 | 73 | -0.7% | i | 52 | 2% | 0.8% | 15% | -8% | 16%
O=C(Nc1cccc(Cl)c1)Nc1cc(S(=O)(=O)N2CCCCC2)ccc1Cl | 0.2% | 4.9 | 91 | 15% | i | 20 | 11% | 0.4% | -2% | 3% | -3%

Brought forward from above: 2 compounds, followed by the next part.
SMILES | K1F lysis inhibition | NTR1 ag | NTR1 ag cell count 20 µM | West Nile antiviral | T cell modulator | T cell modulator vesicle-bound % | Rac1 GTP hydrolysis | RSV antiviral HEp-2 | SV40 large T antigen | Dengue-2 NS5 capping | Salmonella PhoP GFP | others
Fc1cccc(NC(=S)NCCc2ccccc2)c1 | 0.5% | -1.0 | 73 | -0.7% | i | 52 | 2% | 0.8% | 15% | -8% | 16%
O=C(Nc1cccc(Cl)c1)Nc1cc(S(=O)(=O)N2CCCCC2)ccc1Cl | 0.2% | 4.9 | 91 | 15% | i | 20 | 11% | 0.4% | -2% | 3% | -3%
O=C(NC(=O)c1c(F)cccc1F)O/N=C1\CCCc2occc21 | 0.8% | 0.2 | 49 | 0.3% | i | 56 | 5% | x | 4% | -7% | -10%
Cc1cc(C(=O)COC(=O)c2cccn2C)c(C)n1Cc1ccco1 | -1.0% | 1.9 | 21 | -1.2% | i | 53 | 8% | 1.2% | 6% | -5% | -2%
CN(c1ccc(OCC(=O)OCC(=O)Nc2cccc([N+](=O)[O-])c2)cc1)S(=O)(=O)c1ccc(F)cc1 | 0.4% | 0.7 | 77 | 0.4% | i | 30 | 1% | -0.6% | 22% | -4% | -1%
C#CCOCCOCCOCCNc1nc(N2CCN(C(=O)C([C@@H](C)CC)n3cc(C(N)Cc4ccc(O)cc4)nn3)CC2)nc(N2CCN(C(=O)[C@H](CCC(=O)O)n3cc(C(N)[C@H](C)CC)nn3)CC2)n1 (stereo not given in full) | 0.8% | -2.6 | 99 | 0.8% | i | 17 | 9% | 2.1% | 12% | 2% | 0%
C/C=C/C=C(/NC(=O)c1ccccc1)C(=O)Nc1ccccc1 | 2.7%[50 µM] | -0.1 | 67 | -0.1% | i | 63 | 5% | 1.0% | 12% | -3% | -3%
O=C(CN1CCc2ccccc21)NN1CC(=O)N(c2ccccc2)CC1=O | 0.4% | 0.2 | 52 | 0.0% | i | 9 | 8% | 3.1% | 14% | 3% | -1%
O=C(C1COc2ccccc2O1)N1CCCCC1 (stereo not given) | 0.7%[50 µM] | -1.8 | 66 | x | i | 36 | 4% | 0.2% | x | -2% | x
O=S(=O)(c1ccccc1)N1CCN(c2ccccc2)CC1 | 0.3% | 0.6 | 64 | -0.6% | i | 60 | 11% | 2.4% | 22% | -4% | 3%
Cc1cc([N+](=O)[O-])nn1CC(=O)Nc1cc(F)ccc1F | -0.2% | -0.4 | 50 | -0.4% | i | 21 | 13% | 1.1% | 3% | 2% | 1%
CCC(CC)C(=O)Nc1nnc(SCC(=O)NC(C)(C)C)s1 | -0.1% | 1.6 | 39 | -0.3% | i | 57 | 6% | 0.9% | 6% | -3% | 5%
Cc1cc(=O)oc(C)c1C(=O)OCC(=O)c1ccc(Br)cc1 | 0.2% | 0.6 | 34 | -0.2% | i | 32 | 6% | 1.5% | 6% | -2% | -2%
COc1ccc(CCNC(=O)CCCc2ccccc2)cc1OC | 0.1% | -0.4 | 89 | -0.3% | i | 43 | 9% | 2.8% | 3% | 3% | -6%
O=c1c2ccccc2oc2cc(NCCCn3ccnc3)ccc12 | 1.8% | 1.7 | 95 | -0.4% | i | 13 | 8% | -2.3% | 7% | -6% | 1%
CCOc1ccccc1Nc1nnc(SCC(=O)Nc2ccc3[nH]c(=O)[nH]c3c2)s1 | -0.1% | 0.2 | 57 | 0.7% | i | 37 | -7% | u | 4% | -10% | -5%
O=[N+]([O-])c1ccc(Cl)c(/C=N/Nc2nc(N3CCOCC3)nc(N3CCOCC3)n2)c1 | 1.1% | -2.4 | 60 | -1.0% | i | 4 | 5% | 3.0% | 15% | -6% | 13%
O=C(Nc1nnc(SCc2ccc(Cl)cc2)s1)c1ccco1 | -2.9% | -1.2 | 51 | 0.3% | i | 37 | 6% | 0.5% | 2% | -4% | -9%
COc1ccc(/C=C2\SC(=O)N(CC(=O)NNC(=O)c3ccccc3O)C2=O)cc1 | 2.5%[50 µM] | 2.1 | 58 | 0.8% | i | 37 | 4% | 2.1% | -11% | -1% | 0%
COc1ncnc2c1oc1nc(C)c3c(c12)CC(C)(C)OC3 | x | -0.7 | 48 | -0.6% | i | 42 | x | 3.0% | 6% | x | -13%
O=C(NC(=S)NCCN1CCOCC1)c1ccc(Cl)cc1 | 1.6% | -0.2 | 66 | -0.4% | i | 49 | 2% | 0.5% | 15% | 0% | 1%
O=C(O)c1cccc(Nc2ccncc2[N+](=O)[O-])c1 | 0.2% | 0.5 | 70 | -0.2% | i | 50 | 8% | 0.4% | 29% | -3% | 5%
O=C(CN(CC1CCCO1)C(=O)CNS(=O)(=O)c1ccc(F)cc1)NCC1CCCO1 (stereo not given) | 0.4% | 2.0 | 47 | 0.0% | i | 34 | 11% | 1.0% | -3% | -3% | 12%
CN(CCOC(=O)c1cccc(Br)c1)C(C)(C)C | 0.7% | -1.4 | 76 | x | i | 7 | 2% | -0.6% | -2% | -5% | -9%
COc1cccc(C(CNc2ccc(S(=O)(=O)N3CCN(C)CC3)cc2[N+](=O)[O-])N(C)C)c1 (stereo not given) | 0.7%[50 µM] | 1.4 | 77 | x | x | x | 9% | x | x | 3% | x
